NOD2 RIPK2 PPI = NOD2-RIPK2 binding disruptors in cells, primary screen, fluorescence, CHO cells, BLA complementation. Receptor-interacting serine/threonine-protein kinase 2 (Homo sapiens), O43353. CCF4 ratio. inhibition, % at 4.98 µM. 360,000 tested, 0.38% active. AID 624267, 2012; in the data active = inhibition above about 21%;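 note: 0% = vehicle only and 100% = reference blocker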
TLR9-MyD88 inh = inhibitors of TLR9-MyD88 association in cells, primary screen, cell-based, CHO, BLA complementation, fluorescence; CCF4 FRET ratio; 340,000 tested, 0.21% active; inhibition, % at 4.98 µM; Toll-like receptor 9 (Homo sapiens) + Myeloid differentiation primary response protein …;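 active = inhibition above the mean over all tested compounds plus 3 SD, cut at about 21% in these data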;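 note: 0% = DMSO only wells and 100% = clavulanate BLA inhibitor control wells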
TWEAK Fn14 block = inhibitors of TWEAK-Fn14 signaling, primary screen, luciferase reporter cells, uHTS. 360,000 tested, 2% active. TWEAK-stimulated Fn14 reporter cells, luciferase luminescence, 8 h. inhibition, % at 10 µM; in the data active = inhibition above about 50%
NCOA1 inh = SRC1 coactivator transcriptional activity inhibitors, primary screen, cell-based, luminescence | Nuclear receptor coactivator 1 (Homo sapiens), Q15788 | HEK293 GAL4-SRC1 luciferase reporter | inhibition, % at 3.6 µM | 360,000 tested, 0.12% active | AID 588354, 2011;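 active = inhibition above the campaign mean plus 3 SD, with each screening campaign given its own cutoff, cut at about 60% in these data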;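 note: 0% = DMSO treated cells and 100% = gossypol at 36 µM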
Target sequence (Q15788 whole entry, looked up, the tested form may be a part): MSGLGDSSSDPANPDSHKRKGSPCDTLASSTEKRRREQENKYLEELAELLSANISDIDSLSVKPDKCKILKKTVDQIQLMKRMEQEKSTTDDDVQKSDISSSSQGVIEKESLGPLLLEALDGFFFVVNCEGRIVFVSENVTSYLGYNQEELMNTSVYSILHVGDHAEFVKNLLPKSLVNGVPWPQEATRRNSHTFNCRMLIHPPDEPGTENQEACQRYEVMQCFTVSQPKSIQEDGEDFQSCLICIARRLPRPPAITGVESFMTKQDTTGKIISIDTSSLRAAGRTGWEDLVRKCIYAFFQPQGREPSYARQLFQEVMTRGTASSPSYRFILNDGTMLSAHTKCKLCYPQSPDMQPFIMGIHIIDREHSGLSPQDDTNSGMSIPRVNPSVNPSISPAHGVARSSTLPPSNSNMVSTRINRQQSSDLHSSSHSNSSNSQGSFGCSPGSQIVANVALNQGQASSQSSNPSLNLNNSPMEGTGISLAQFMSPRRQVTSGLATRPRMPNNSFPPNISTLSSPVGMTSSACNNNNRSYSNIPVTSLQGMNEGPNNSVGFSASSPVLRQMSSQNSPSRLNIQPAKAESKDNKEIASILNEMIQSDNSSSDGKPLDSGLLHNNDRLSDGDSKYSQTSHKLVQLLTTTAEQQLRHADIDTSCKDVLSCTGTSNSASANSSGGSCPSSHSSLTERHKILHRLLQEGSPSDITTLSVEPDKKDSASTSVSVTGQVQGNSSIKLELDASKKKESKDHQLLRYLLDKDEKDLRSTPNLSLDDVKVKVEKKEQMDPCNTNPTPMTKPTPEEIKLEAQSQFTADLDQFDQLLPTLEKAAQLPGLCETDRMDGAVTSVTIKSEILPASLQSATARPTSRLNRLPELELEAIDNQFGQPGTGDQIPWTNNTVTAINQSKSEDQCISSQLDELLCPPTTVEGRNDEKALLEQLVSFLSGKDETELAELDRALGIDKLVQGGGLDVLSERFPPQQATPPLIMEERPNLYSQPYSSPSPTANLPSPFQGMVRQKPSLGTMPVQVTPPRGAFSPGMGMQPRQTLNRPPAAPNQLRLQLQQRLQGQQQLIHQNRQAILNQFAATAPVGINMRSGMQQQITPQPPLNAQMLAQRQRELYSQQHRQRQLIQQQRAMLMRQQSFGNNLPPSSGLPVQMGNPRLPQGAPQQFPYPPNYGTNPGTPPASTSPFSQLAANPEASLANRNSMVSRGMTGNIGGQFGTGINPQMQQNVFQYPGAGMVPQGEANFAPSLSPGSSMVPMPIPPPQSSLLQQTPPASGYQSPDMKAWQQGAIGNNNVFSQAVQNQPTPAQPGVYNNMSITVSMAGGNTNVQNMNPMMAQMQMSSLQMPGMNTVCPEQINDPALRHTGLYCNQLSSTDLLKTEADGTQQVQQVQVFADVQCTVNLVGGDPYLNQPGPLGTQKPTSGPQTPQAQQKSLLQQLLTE
SRC2 inh = inhibition of GAL4-SRC2 driven luciferase reporter, primary screen, SRC2 inhibitor project, cell-based, luminescence | Nuclear receptor coactivator 2 (Homo sapiens), Q15596 | HEK293 GAL4-SRC2 luciferase reporter | inhibition, % at 9 µM | 370,000 tested, 0.17% active;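 active = inhibition above the mean inhibition of all tested compounds plus 3 SD, set per campaign, cut at about 52% in these data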;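 note: 0% = DMSO treated cells and 100% = cells given Gossypol at 36 µM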
TROY signal inh = inhibitors of TROY-driven NF-kB signaling, primary screen, Q293 LMP1-TROYcd cells, NF-kB luciferase, uHTS | Q293 LMP1-TROYcd NF-kB luciferase reporter, 4 h | inhibition, % at 10 µM | 360,000 tested, 0.98% active;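 active = compounds whose plate-normalised and pattern-corrected inhibition of the luciferase reporter signal at the single screening dose is 50% or more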
NR5A2 inv ag = LRH-1 (NR5A2) inverse agonists, primary screen, cell-based, luminescence, HEK293T, StAR-luciferase reporter | Nuclear receptor subfamily 5 group A member 2 (Homo sapiens), O00482 | LRH-1 transfected, 24 h | inhibition, % at 3.6 µM | 360,000 tested, 0.13% active | AID 602396, 2012;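 active = inhibition above the mean inhibition of all tested compounds plus 3 SD, cut at about 73% in these data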;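 note: 0% = DMSO wells and 100% = reporter-only cells lacking LRH-1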
LMP1 NFkB inh = EBV LMP1-driven NF-kappaB luciferase reporter inhibitors, primary screen, cell-based, luminescence, single point; LMP1-induced NF-kappaB luciferase reporter cells; inhibition, % at 12.5 µM; 350,000 tested, 0.69% active; in the data active = inhibition above about 41%;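 note: 0% = neutral control wells and 100% = reference inhibitor control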
COUP-TFII inh = NR2F2 transcriptional activity inhibitors, primary screen, cell-based, luciferase reporter, HEK293T, luminescence; HEK293T NGFI-A luciferase reporter; inhibition, % at 8.6 µM; 370,000 tested, 0.7% active;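 active = inhibition above a per-plate cutoff, mean inhibition of test wells between control levels plus 3 SD, cut at about 38% in these data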;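 note: cells cotransfected with COUP-TFII expression vector driving the NGFI-A reporter; 0% = median of COUP-TF2 test wells and 100% = reporter-only cells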
TRAIL sens C8 = viability loss with TRAIL in NB7+C8 cells, primary screen, TRAIL sensitizer project, cell-based, ATPlite luminescence; inhibition (viability loss, TRAIL sensitization), % at 10 µM; 360,000 tested, 1% active; AID 624354, 2012;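 active = compounds causing at least 50% loss of cell viability in the single-dose screen, relative to plate controls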
NCOA3 inh = SRC3 coactivator transcriptional activity inhibitors, primary screen, cell-based, luminescence; Nuclear receptor coactivator 3 (Homo sapiens), Q9Y6Q9; HEK293 GAL4-SRC3 luciferase reporter; inhibition, % at 3.6 µM; 360,000 tested, 0.17% active;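 active = inhibition above a per-campaign cutoff, the mean of all compounds plus 3 SD, cut at about 60% in these data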;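 note: 0% = DMSO-treated cells and 100% = gossypol-treated cells at 36 µM; higher means less SRC3-driven luciferase light from the GAL4 reporter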
The depositor's hits bear a star; x = no result given. These rows are one share of the data, so the mix of outcomes need not match the whole.

entry	Compound	NOD2 RIPK2 PPI	TLR9-MyD88 inh	TWEAK Fn14 block	NCOA1 inh	SRC2 inh	TROY signal inh	NR5A2 inv ag	LMP1 NFkB inh	COUP-TFII inh	TRAIL sens C8	NCOA3 inh
1	C/C(=N\NC(=S)Nc1cc(S(=O)(=O)N2CCOCC2)ccc1Cl)c1ccccc1F	-17	-3	-10	22	-6	-9	11	9	5	6	45
2	CN(Cc1cccs1)C(=O)CSc1nc2ccccc2[nH]1	4	-2	7	-12	-34	-15	-33	-4	-21	0	-29
3	Cc1ccc(C)c(S(=O)(=O)Nc2ccc(C(=O)NCCCN3CCOCC3)cc2)c1	-6	-2	4	-1	9	0	-17	-22	-6	-4	12
4	O=[N+]([O-])c1cc(CN2CCCC2)c2cccnc2c1O	1	-8	2	6	x	15	13	1	x	5	6
5	Cc1ccnn1CC(=O)N/N=C/c1ccco1	2	4	3	-11	-6	-4	10	11	-7	-12	10
6	Cc1ccc(-c2csc3ncnc(Nc4ccc(N5CCOCC5)cc4)c23)cc1	-6	4	19	-3	-33	13	15	7	-12	3	-13
7	CCOC(=O)c1sc(Nc2nc(C)cc(OC)n2)nc1C	-1	-1	10	11	2	18	24	0	-8	-21	13
8	Cc1nn(-c2cc(C(F)(F)F)ccn2)c(=O)o1	-1	-4	13	-29	1	9	-1	7	-3	10	21
9	CSCCC(NS(=O)(=O)c1ccc(C)cc1)C(=O)N1CCCCCCC1 (stereo unspecified)	-15	-2	-11	3	8	7	-17	4	14	2	8
10	CCCCNC(=S)NNC(=O)C12CC3CC(CC(C3)C1)C2	-4	-7	4	-28	-6	-9	-11	4	-6	-1	-10
11	C/C(=N\NC(=O)c1cc(-c2ccc(C)s2)[nH]n1)c1ccncc1	-4	4	24	-11	-32	-11	-32	3	-21	-14	-12
12	CC1CCCCC1NC(=O)C1CCC(CNS(=O)(=O)c2ccc(F)cc2)CC1 (stereo unspecified)	-6	1	1	-23	-3	-2	-9	9	-10	-6	10

Later entries.
entry	Compound	NOD2 RIPK2 PPI	TLR9-MyD88 inh	TWEAK Fn14 block	NCOA1 inh	SRC2 inh	TROY signal inh	NR5A2 inv ag	LMP1 NFkB inh	COUP-TFII inh	TRAIL sens C8	NCOA3 inh
13	COc1ccc(CNC(=O)C2(C)Cc3c(-c4ccc(N(C)C)cc4)ccnc3O2)cc1OC (stereo unspecified)	-8	x	6	16	-21	3	-9	x	0	-15	-11
14	Cc1ccc(S(=O)(=O)NC(=O)Nn2c(C)nnc2C)cc1	1	2	-3	-10	-3	7	9	6	12	6	14
15	Cc1onc(-c2c(F)cccc2Cl)c1-c1nnc(-c2ccc(C(F)(F)F)cc2)o1	-14	x	8	12	6	21	-6	4	-4	-26	14
16	NS(=O)(=O)c1ccc2nc(NC(=O)C3=COCCO3)sc2c1	-10	8	24	-79	-68	-1	-120	5	-34	5	-88
17	O=C(C[n+]1ccc(C(=O)c2ccccc2)cc1)Nc1ccccc1OC(F)F	4	6	10	6	-25	2	9	-1	15	5	-10
18	O=C(C1=C[C@@H](c2ccccc2)C[C@@H](OCCCCO)O1)N1CCN(Cc2ccc3c(c2)OCO3)CC1	-5	0	6	1	-16	13	-14	-10	2	-25	19
19	O=C(Nc1nccs1)c1cc(-c2ccccc2)nc2ccccc12	6	5	35	12	23	0	6	-5	4	-6	13
20	O=C(CSc1nnc(-c2ccccc2F)n1C1CC1)N1CCCC1	7	4	-4	-4	-10	-6	-9	-8	7	-1	-4
21	Nc1ccc(O)cc1C(=O)OCC(=O)c1ccc(C2CCCCC2)cc1	-5	-11	102*	-15	-5	25	-74	-3	21	4	24
22	COc1ccc(N2CCN(Cc3nc4c(c(=O)[nH]c(=O)n4C)n3Cc3cccc(Cl)c3)CC2)cc1	-1	4	-35	8	-11	-4	18	2	-14	-5	1
23	O=C(NC1CCCc2ccccc21)C1CCN(S(=O)(=O)c2ccccc2)CC1 (stereo unspecified)	0	-3	3	-40	-20	-19	5	-7	-1	13	2
24	CCC1CCCCN1CCNC(=O)C1CCN(S(=O)(=O)c2c(C)noc2C)CC1 (stereo unspecified)	-5	-4	-7	-1	-28	3	-10	7	-3	3	-12

Compounds above with four or more nitrogen atoms, in the order listed:
entry	Compound	NOD2 RIPK2 PPI	TLR9-MyD88 inh	TWEAK Fn14 block	NCOA1 inh	SRC2 inh	TROY signal inh	NR5A2 inv ag	LMP1 NFkB inh	COUP-TFII inh	TRAIL sens C8	NCOA3 inh
1	C/C(=N\NC(=S)Nc1cc(S(=O)(=O)N2CCOCC2)ccc1Cl)c1ccccc1F	-17	-3	-10	22	-6	-9	11	9	5	6	45
5	Cc1ccnn1CC(=O)N/N=C/c1ccco1	2	4	3	-11	-6	-4	10	11	-7	-12	10
6	Cc1ccc(-c2csc3ncnc(Nc4ccc(N5CCOCC5)cc4)c23)cc1	-6	4	19	-3	-33	13	15	7	-12	3	-13
7	CCOC(=O)c1sc(Nc2nc(C)cc(OC)n2)nc1C	-1	-1	10	11	2	18	24	0	-8	-21	13
11	C/C(=N\NC(=O)c1cc(-c2ccc(C)s2)[nH]n1)c1ccncc1	-4	4	24	-11	-32	-11	-32	3	-21	-14	-12
14	Cc1ccc(S(=O)(=O)NC(=O)Nn2c(C)nnc2C)cc1	1	2	-3	-10	-3	7	9	6	12	6	14
20	O=C(CSc1nnc(-c2ccccc2F)n1C1CC1)N1CCCC1	7	4	-4	-4	-10	-6	-9	-8	7	-1	-4
22	COc1ccc(N2CCN(Cc3nc4c(c(=O)[nH]c(=O)n4C)n3Cc3cccc(Cl)c3)CC2)cc1	-1	4	-35	8	-11	-4	18	2	-14	-5	1
24	CCC1CCCCN1CCNC(=O)C1CCN(S(=O)(=O)c2c(C)noc2C)CC1 (stereo unspecified)	-5	-4	-7	-1	-28	3	-10	7	-3	3	-12

Remaining list, next part:
entry	Compound	NOD2 RIPK2 PPI	TLR9-MyD88 inh	TWEAK Fn14 block	NCOA1 inh	SRC2 inh	TROY signal inh	NR5A2 inv ag	LMP1 NFkB inh	COUP-TFII inh	TRAIL sens C8	NCOA3 inh
25	CN1CCSc2ccc(C(=O)Nc3ccc(Cl)cc3)cc21	-9	-3	-26	-127	-27	-50	-100	-30	-45	27	-87
26	Cc1ccc(CN2C(=O)CSc3ccc(C(=O)NC4CC4)cc32)cc1	-6	-2	-6	8	-6	2	37	-3	-18	-10	10
27	Cc1c(C(=O)NNS(=O)(=O)c2ccccc2Cl)sc(=S)n1C	3	3	-14	6	-7	0	13	-5	-14	-7	13
28	O=C1/C(=C/c2ccc([N+](=O)[O-])cc2)CCC1C1CCCC1 (stereo unspecified)	-9	-2	-1	2	-14	-2	30	-5	-18	1	-6
29	COC(=O)C1=C(O)CSC1=Nc1ccccc1	-3	4	3	8	0	2	17	-7	-6	0	-24
30	Cc1noc(C(=O)NCc2ccco2)c1Cl	-3	-1	-6	-6	2	-9	4	7	8	-6	-12
31	O=c1ccnc2n1COCS2	-2	12	10	9	-3	-2	-4	-29	-10	5	19
32	O=c1ncn(-c2cccc(F)c2)c2ncccc12	-2	4	-3	-5	-8	16	20	10	0	-4	10
33	CCCc1cc(CN2CCOCC2)c(O)c(CN2CCOCC2)c1O	3	-3	-7	-2	10	1	13	12	0	2	0
34	O=C(Nc1ccc(F)cc1)C(CCc1ccccc1)N1CCN(c2ccncc2)CC1 (stereo unspecified)	12	x	x	x	-15	x	-8	x	11	0	x
35	CC(CC(=O)c1ccc(F)cc1)N1CCN(c2ccccc2)CC1 (stereo unspecified)	-2	-5	-15	-21	31	5	1	5	-2	-3	-6
36	OC(COc1ccc2c(c1)CCC2)Cn1cnc2ccccc21 (stereo unspecified)	-8	-9	0	-14	-9	-9	-24	-14	16	-1	1

Later entries.
entry	Compound	NOD2 RIPK2 PPI	TLR9-MyD88 inh	TWEAK Fn14 block	NCOA1 inh	SRC2 inh	TROY signal inh	NR5A2 inv ag	LMP1 NFkB inh	COUP-TFII inh	TRAIL sens C8	NCOA3 inh
37	N/C(=N\OC(=O)c1ccc(=O)n(Cc2ccccc2)c1)c1ccccn1	-4	9	-14	-23	-6	-16	2	-4	-10	-8	4
38	CCCc1[nH]n(-c2ccc(F)cc2)c(=O)c1C=Nc1ccc(C)cc1	-4	3	0	-6	-12	-48	-7	4	-17	26	12
39	O=C(C/C=N\OCc1ccc([N+](=O)[O-])cc1)Nc1ccc(Cl)cc1	-7	-3	16	-3	2	11	3	-8	1	-4	1
40	COc1ccc(NC(=O)c2cnc3ccccn3c2=O)c(OC)c1	-1	5	-9	-38	-33	-53	-29	-3	-17	5	-67
41	COc1cccc(Nc2nc3cc(OC)ccc3cc2C#N)c1	-16	-2	-7	-40	-9	10	5	-1	2	-5	23
42	Cc1ccccc1C(=O)NNC(=S)NC(=O)COc1ccccc1	6	-11	1	-16	-6	1	-8	14	3	2	7
43	Cc1cccc(NC(=O)CCN2C(=O)c3ccccc3C2=O)c1	3	0	-9	16	12	6	-30	-1	-2	-7	27
44	COC(=O)c1sc(S(=O)(=O)Nc2ccc(C)cc2)c(C(=O)OC)c1C	-10	-7	-5	2	-17	-6	1	11	7	1	15
45	COc1ccccc1NC(=O)c1ccc(NC(=O)CN2CCCCC2)cc1	2	-7	6	-5	-1	9	-15	-8	-2	-7	-7
46	O=[N+]([O-])c1ccc(S(=O)(=O)N2CCN(Cc3ccco3)CC2)cc1	-4	-5	25	-3	7	1	25	-4	4	3	4
47	CC1(C(=O)O)CCN1C(=O)c1cccc(OC(F)(F)F)c1 (stereo unspecified)	5	x	12	-9	-14	-6	-2	x	-1	0	2
48	O=C(c1cc(-c2ccccn2)nc2c(Cl)cccc12)N1CCN(S(=O)(=O)c2ccccc2)CC1	7	-7	4	-5	-16	12	-1	7	-5	-14	11
49	CCc1nnc(NC(=O)CCS(=O)(=O)Cc2ccccc2)s1	-5	-3	-6	-6	21	0	-11	8	18	-3	-1
50	O=C(CCc1c[nH]c2ccccc12)Nc1ncccc1O	-10	-1	-3	-16	3	-6	-8	-2	-3	-3	2
51	Cc1ccc(S(=O)(=O)N2CCN(c3ccccc3)CC2)cc1C	-6	-19	2	0	-56	-1	-2	2	8	10	-4
